NSD2 block – blocks human NSD2 histone methyltransferase activity; NSD2-SET H3K36me1 DELFIA fluorescence, biochemical; O96028; inhibition, % at 12.5 µM; AID 624260; hit rate 0.07% among 44,000; in the data active = inhibition above about 54%, passing the limit was not always enough;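 also: inhibitors reduce the monomethyl H3K36 fluorescence signal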
Target sequence (O96028 whole entry, looked up): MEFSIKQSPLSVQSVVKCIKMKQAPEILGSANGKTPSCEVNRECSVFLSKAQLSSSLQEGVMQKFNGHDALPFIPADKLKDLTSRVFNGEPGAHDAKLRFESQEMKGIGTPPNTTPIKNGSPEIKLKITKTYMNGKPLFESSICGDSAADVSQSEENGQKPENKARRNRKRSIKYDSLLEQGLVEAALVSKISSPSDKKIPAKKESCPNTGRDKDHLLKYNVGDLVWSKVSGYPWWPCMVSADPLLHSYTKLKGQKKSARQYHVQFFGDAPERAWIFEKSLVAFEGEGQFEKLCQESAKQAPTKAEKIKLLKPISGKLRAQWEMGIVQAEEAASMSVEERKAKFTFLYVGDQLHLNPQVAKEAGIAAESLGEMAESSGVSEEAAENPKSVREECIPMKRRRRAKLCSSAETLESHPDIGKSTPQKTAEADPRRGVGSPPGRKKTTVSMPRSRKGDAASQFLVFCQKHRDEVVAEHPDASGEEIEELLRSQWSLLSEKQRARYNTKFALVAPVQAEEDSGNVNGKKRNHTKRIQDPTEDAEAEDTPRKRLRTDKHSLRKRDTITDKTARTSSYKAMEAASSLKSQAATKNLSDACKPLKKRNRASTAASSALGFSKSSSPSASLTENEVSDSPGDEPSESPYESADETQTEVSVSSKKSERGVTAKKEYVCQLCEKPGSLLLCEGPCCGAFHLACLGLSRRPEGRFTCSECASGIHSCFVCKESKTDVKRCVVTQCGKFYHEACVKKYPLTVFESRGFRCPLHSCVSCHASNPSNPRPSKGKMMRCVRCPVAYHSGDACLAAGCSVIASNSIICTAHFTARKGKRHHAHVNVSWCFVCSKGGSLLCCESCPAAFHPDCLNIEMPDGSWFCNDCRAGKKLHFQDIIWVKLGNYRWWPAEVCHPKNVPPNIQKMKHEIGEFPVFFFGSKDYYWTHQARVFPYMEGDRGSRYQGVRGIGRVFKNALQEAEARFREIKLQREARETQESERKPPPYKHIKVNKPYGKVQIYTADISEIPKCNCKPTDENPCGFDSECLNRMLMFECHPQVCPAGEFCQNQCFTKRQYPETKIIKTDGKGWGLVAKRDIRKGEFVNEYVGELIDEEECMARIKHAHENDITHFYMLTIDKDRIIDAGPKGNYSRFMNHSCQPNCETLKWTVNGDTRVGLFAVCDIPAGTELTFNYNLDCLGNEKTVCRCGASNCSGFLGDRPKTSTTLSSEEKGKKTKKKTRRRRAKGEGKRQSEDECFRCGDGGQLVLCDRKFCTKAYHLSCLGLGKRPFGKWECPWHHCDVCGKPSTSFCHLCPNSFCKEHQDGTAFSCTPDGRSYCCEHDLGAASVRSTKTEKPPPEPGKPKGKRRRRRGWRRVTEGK
Numbers without * were called inactive. This is a subset; the hit share may differ from the screen's.

C[C@H]1CN([C@@H](C)CO)C(=O)c2cc(NC(=O)Cc3cn(C)c4ccccc34)ccc2O[C@H]1CN(C)Cc1ccccc1 was read as NSD2 block -5.
CC(C)NC(=O)Nc1ccc2c(c1)C(=O)N([C@H](C)CO)C[C@H](C)[C@@H](CN(C)S(=O)(=O)c1ccc(F)cc1)OCCCC[C@@H](C)O2 was read as NSD2 block 8.
`COc1ccc2c(c1)c(CC(=O)OCc1ccccn1)c(C)n2C(=O)c1ccc(Cl)cc1` gave NSD2 block 14.
`CC(C)C#Cc1cnc2c(c1)C(=O)N([C@@H](C)CO)C[C@H](C)[C@@H](CN(C)C(=O)c1cccnc1)O2` gave NSD2 block -1.
CNC[C@@H]1Oc2ccc(NC(=O)Nc3ccccc3)cc2C(=O)N([C@H](C)CO)C[C@@H]1C was read as NSD2 block 2.
Cc1ccc(S(=O)(=O)N[C@@H]2CC[C@@H](CC(=O)N3CCC(Cc4ccccc4)CC3)O[C@@H]2CO)cc1 was read as NSD2 block 5.
Screening COc1ccc(CN(C)C[C@@H]2Oc3ccc(NS(=O)(=O)c4ccccc4)cc3CC(=O)N([C@@H](C)CO)C[C@H]2C)cc1 returned NSD2 block -2.
`Cc1noc(C)c1NC(=O)Nc1ccc2c(c1)CC(=O)N([C@@H](C)CO)C[C@@H](C)[C@H](CN(C)C(=O)Nc1c(C)noc1C)O2` gave NSD2 block 2.
`C[C@@H]1CN([C@@H](C)CO)C(=O)c2cc(NS(=O)(=O)c3cccs3)ccc2O[C@H]1CN(C)S(=O)(=O)c1cn(C)cn1` gave NSD2 block 3.
`COc1ccc(S(=O)(=O)N(C)C[C@@H]2Oc3ccc(NS(=O)(=O)c4cccs4)cc3C(=O)N([C@H](C)CO)C[C@H]2C)cc1` gave NSD2 block -1.
For C[C@@H]1CN([C@H](C)CO)C(=O)c2cc(NS(=O)(=O)c3ccc(F)cc3)ccc2O[C@@H]1CN(C)CC1CCCCC1 the results were NSD2 block 2.
For C[C@H]1CN([C@@H](C)CO)C(=O)c2cc(C#CC(C)(C)O)cnc2O[C@@H]1CN(C)C(=O)C1CCC1 the results were NSD2 block -1.
`CCC(=O)N(C)C[C@H]1Oc2ncc(-c3ccc(F)cc3)cc2C(=O)N([C@@H](C)CO)C[C@H]1C` gave NSD2 block -1.
CC(=Nc1c2c(nc3ccccc13)N(C)CC2)N(C)C was read as NSD2 block 1.
For CNC[C@H]1OCCCC[C@@H](C)Oc2ccc(NC(=O)CCC(F)(F)F)cc2C(=O)N([C@@H](C)CO)C[C@H]1C the results were NSD2 block 1.
CC(C)NC(=O)N(C)C[C@@H]1Oc2c(NC(=O)Nc3cccc4ccccc34)cccc2C(=O)N([C@H](C)CO)C[C@@H]1C was read as NSD2 block -1.
Screening C[C@@H]1CN([C@H](C)CO)C(=O)c2cc(NC(=O)CCC(F)(F)F)ccc2O[C@@H](C)CCCCO[C@@H]1CN(C)S(=O)(=O)c1ccccc1 returned NSD2 block -9.
For C[C@H]1CN([C@@H](C)CO)S(=O)(=O)c2ccc(C#Cc3ccccc3)cc2O[C@H]1CN(C)S(C)(=O)=O the results were NSD2 block -2.
For COc1ccc(NC(=O)N(C)C[C@@H]2OCCCC[C@@H](C)Oc3ccc(NS(=O)(=O)c4ccc(OC)cc4)cc3C(=O)N([C@H](C)CO)C[C@@H]2C)cc1 the results were NSD2 block 11.
For O=C(C[C@@H]1C=C[C@H](NC(=O)Nc2cc(F)ccc2F)[C@H](CO)O1)Nc1ccc(-c2ccccc2)cc1 the results were NSD2 block 5.

Brought forward from above: two entries, then new ones.
For COc1ccc(NC(=O)N(C)C[C@@H]2OCCCC[C@@H](C)Oc3ccc(NS(=O)(=O)c4ccc(OC)cc4)cc3C(=O)N([C@H](C)CO)C[C@@H]2C)cc1 the results were NSD2 block 11.
For O=C(C[C@@H]1C=C[C@H](NC(=O)Nc2cc(F)ccc2F)[C@H](CO)O1)Nc1ccc(-c2ccccc2)cc1 the results were NSD2 block 5.
`C[C@@H]1CN([C@H](C)CO)C(=O)Cc2cc(NC(=O)c3ccncc3)ccc2O[C@H]1CN(C)S(=O)(=O)c1cn(C)cn1` gave NSD2 block 11.
For C[C@H]1CN([C@@H](C)CO)C(=O)CCCn2cc(nn2)CO[C@H]1CN(C)Cc1cccc(C(F)(F)F)c1 the results were NSD2 block 3.
`C[C@H](CO)N1C[C@H](C)[C@@H](CN(C)C(=O)Cc2ccccc2)Oc2cc(C#CC3CCCC3)ccc2S1(=O)=O` gave NSD2 block -4.
C[C@@H]1CN([C@H](C)CO)C(=O)Cc2cc(NC(=O)c3ccncc3)ccc2O[C@@H]1CN(C)S(=O)(=O)c1ccc(F)cc1 was read as NSD2 block 3.
`O=C(N/N=C/c1ccncc1Br)c1ccccc1O` gave NSD2 block -4.
C/C=C/c1ccc2c(c1)O[C@H](CN(C)Cc1ccc(C(=O)O)cc1)[C@@H](C)CN([C@H](C)CO)S2(=O)=O was read as NSD2 block 0.
Screening O=S(=O)(N[C@@H]1CCCN(Cc2ccc(OCCO)cc2)C1)c1cc(C(F)(F)F)ccc1Cl returned NSD2 block -4.
C[C@@H]1CN([C@@H](C)CO)C(=O)c2cccc(NC(=O)c3cnccn3)c2O[C@H]1CN(C)Cc1ccccc1 was read as NSD2 block 1.
Screening C[C@H]1CN([C@@H](C)CO)C(=O)c2cc(-c3ccc(C#N)cc3)cnc2O[C@H]1CN(C)C(=O)Nc1ccc(F)cc1 returned NSD2 block -2.
Screening C[C@H]1CN([C@@H](C)CO)C(=O)c2cc(-c3ccccc3F)cnc2O[C@H]1CN(C)Cc1ccccc1 returned NSD2 block 0.
Screening COc1ccccc1C1(O)CCN(CCCn2c3ccccc3c3ccccc32)CC1 returned NSD2 block 21.
C[C@@H]1CN([C@@H](C)CO)C(=O)c2cc(NS(=O)(=O)c3ccc(Cl)cc3)ccc2O[C@@H]1CN(C)Cc1ccc(Cl)c(Cl)c1 was read as NSD2 block -9.
Screening CCCC#Cc1ccc2c(c1)O[C@H](CN(C)C(=O)c1cccnc1)[C@H](C)CN([C@H](C)CO)S2(=O)=O returned NSD2 block 0.
`Cc1ccc(S(=O)(=O)N(C)C[C@@H]2Oc3ccc(NS(C)(=O)=O)cc3CC(=O)N([C@@H](C)CO)C[C@H]2C)cc1` gave NSD2 block -3.
`Cc1ccc(S(=O)(=O)Nc2ccc3c(c2)C(=O)N([C@@H](C)CO)C[C@H](C)[C@H](CN(C)C(=O)NC2CCCCC2)OCCCC[C@H](C)O3)cc1` gave NSD2 block -3.
For CCOC(=O)/C=C/c1ccccc1OC the results were NSD2 block 5.
C[C@H](CO)N1C[C@H](C)[C@@H](CN(C)C(=O)Nc2ccc(F)cc2)OCCCC[C@H](C)Oc2ccc(NC(=O)c3ccncc3)cc2C1=O was read as NSD2 block -2.
Screening C[C@@H]1CN([C@H](C)CO)C(=O)Cc2cc(NC(=O)Nc3ccc(F)cc3)ccc2O[C@@H]1CN(C)Cc1ccc(C(=O)Nc2ccccc2N)cc1 returned NSD2 block -9.
CNC[C@H]1Oc2ccc(NS(=O)(=O)c3ccc(OC)cc3)cc2C(=O)N([C@H](C)CO)C[C@@H]1C was read as NSD2 block -9.
Screening COc1ccc(S(=O)(=O)Nc2ccc3c(c2)C(=O)N([C@H](C)CO)C[C@@H](C)[C@@H](CN(C)C(=O)Nc2ccccc2)O3)cc1 returned NSD2 block 1.

Next section, overlapping the part above by five compounds.
For CCOC(=O)/C=C/c1ccccc1OC the results were NSD2 block 5.
C[C@H](CO)N1C[C@H](C)[C@@H](CN(C)C(=O)Nc2ccc(F)cc2)OCCCC[C@H](C)Oc2ccc(NC(=O)c3ccncc3)cc2C1=O was read as NSD2 block -2.
Screening C[C@@H]1CN([C@H](C)CO)C(=O)Cc2cc(NC(=O)Nc3ccc(F)cc3)ccc2O[C@@H]1CN(C)Cc1ccc(C(=O)Nc2ccccc2N)cc1 returned NSD2 block -9.
CNC[C@H]1Oc2ccc(NS(=O)(=O)c3ccc(OC)cc3)cc2C(=O)N([C@H](C)CO)C[C@@H]1C was read as NSD2 block -9.
Screening COc1ccc(S(=O)(=O)Nc2ccc3c(c2)C(=O)N([C@H](C)CO)C[C@@H](C)[C@@H](CN(C)C(=O)Nc2ccccc2)O3)cc1 returned NSD2 block 1.
`C[C@H]1CN([C@@H](C)CO)C(=O)Cc2cc(NC(=O)Cn3cnnn3)ccc2O[C@@H]1CN(C)C(=O)Nc1ccc(C(F)(F)F)cc1` gave NSD2 block -2.
C[C@@H]1CN([C@H](C)CO)C(=O)Cc2cc(NC(=O)CCN3CCOCC3)ccc2O[C@@H]1CN(C)Cc1ccc(Cl)c(Cl)c1 was read as NSD2 block -4.
For C[C@@H]1CCCCO[C@@H](CN(C)C(=O)c2ccccc2)[C@H](C)CN([C@H](C)CO)C(=O)c2cc(NC(=O)c3ccncc3)ccc2O1 the results were NSD2 block -2.
C[C@@H]1CN([C@H](C)CO)C(=O)c2cc(NC(=O)Cc3ccccc3)ccc2O[C@H]1CN(C)S(=O)(=O)c1cccs1 was read as NSD2 block -3.
Screening C[C@H](CO)N1C[C@H](C)[C@H](CN(C)C(=O)c2ccncc2)Oc2cc(C#Cc3ccncc3)ccc2S1(=O)=O returned NSD2 block -25.
`O=C(NCc1cccnc1)c1cnn2c1NC(c1ccccc1)CC2C(F)(F)F` (stereo not drawn) gave NSD2 block 0.
Screening CC1=CC2(CO)C(=O)[C@]3(CO3)[C@H]1[C@H]1[C@]2(C)C=C(CO)C(=O)[C@]12CO2 returned NSD2 block 2.
COc1ccc(NC(=O)N(C)C[C@H]2Oc3c(NC(=O)NC4CCCCC4)cccc3C(=O)N([C@@H](C)CO)C[C@@H]2C)cc1 was read as NSD2 block 3.
C[C@@H]1CN([C@H](C)CO)S(=O)(=O)c2ccc(C#Cc3ccccn3)cc2O[C@H]1CN(C)C(=O)C1CC1 was read as NSD2 block -1.
Screening COC1CC(OC2C(C)OC(OC3C(C)OC(OC4C(C)OCC(OC5C(O)C(O[C@H]6CC[C@@]7(C)C(=CC[C@]8(O)C7CC(OC(=O)c7ccccc7)[C@@]7(C)[C@]8(O)CC[C@@]7(O)C(C)=O)C6)OC(CO)C5OC5OC(CO)C(O)C(O)C5O)C4OC)CC3OC)CC2OC)OC(C)C1O (stereo partly drawn) returned NSD2 block 2.
`C[C@@H]1CN([C@@H](C)CO)C(=O)c2cccc(NC(=O)c3ccc(-c4nccs4)cc3)c2O[C@H]1CN(C)C(=O)Nc1ccccc1` gave NSD2 block 2.
`C[C@@H]1CN([C@@H](C)CO)C(=O)Cc2cc(NC(=O)Nc3ccc(C(F)(F)F)cc3)ccc2O[C@@H]1CN(C)Cc1ccncc1` gave NSD2 block 9.
COCC(=O)N(C)C[C@H]1Oc2cc(C#CCC3CCCC3)ccc2S(=O)(=O)N([C@@H](C)CO)C[C@H]1C was read as NSD2 block -11.
Screening C[C@H]1CN([C@@H](C)CO)C(=O)c2cc(NS(=O)(=O)c3cccs3)ccc2O[C@H]1CN(C)S(=O)(=O)c1ccccc1 returned NSD2 block 6.
Screening NNC(=O)C1C2CCCCC21 (stereo not drawn) returned NSD2 block -7.
`C[C@H](CO)N1C[C@H](C)[C@H](CN(C)S(=O)(=O)c2ccc(Cl)cc2)Oc2ccc(NS(C)(=O)=O)cc2CC1=O` gave NSD2 block 6.
`C[C@H]1CN([C@@H](C)CO)C(=O)Cc2cc(NS(C)(=O)=O)ccc2O[C@@H]1CN(C)C` gave NSD2 block -5.
C[C@H](CO)N1C[C@H](C)[C@H](CN(C)CC2CC2)OCc2ccccc2-c2ccccc2C1=O was read as NSD2 block -2.
Screening CCC(=O)N[C@H]1CC[C@@H](CC(=O)NCc2cc(F)cc(F)c2)O[C@H]1CO returned NSD2 block 4.
CNC[C@H]1Oc2ccc(NC(=O)CCCN(C)C)cc2C(=O)N([C@H](C)CO)C[C@H]1C was read as NSD2 block -4.

Not a retest: entries from further up.
C[C@H](CO)N1C[C@H](C)[C@H](CN(C)CC2CC2)OCc2ccccc2-c2ccccc2C1=O was read as NSD2 block -2.
Screening CCC(=O)N[C@H]1CC[C@@H](CC(=O)NCc2cc(F)cc(F)c2)O[C@H]1CO returned NSD2 block 4.
CNC[C@H]1Oc2ccc(NC(=O)CCCN(C)C)cc2C(=O)N([C@H](C)CO)C[C@H]1C was read as NSD2 block -4.

(list continues)
Screening C/C=C/c1ccc2c(c1)O[C@@H](CN(C)C(=O)c1ccncc1)[C@H](C)CN([C@H](C)CO)S2(=O)=O returned NSD2 block -3.
Cc1cccc(CCN2CCC(C(=O)c3ccc(NS(C)(=O)=O)cc3)CC2)n1 was read as NSD2 block 6.
For CC(C)NC(=O)N[C@@H]1CC[C@H](CC(=O)NCCCN(C)C)O[C@H]1CO the results were NSD2 block 5.
For C[C@@H]1CN([C@H](C)CO)C(=O)c2cc(C#CC3CC3)cnc2O[C@H]1CN(C)S(=O)(=O)c1cccc(F)c1 the results were NSD2 block -2.
Screening C[C@@H]1CN([C@H](C)CO)C(=O)c2cc(NS(=O)(=O)c3cn(C)cn3)ccc2O[C@H]1CN(C)C(=O)Nc1ccc(C(F)(F)F)cc1 returned NSD2 block 2.
C[C@H]1CN([C@@H](C)CO)C(=O)c2cc(NC(=O)Nc3ccc(F)cc3)ccc2O[C@H]1CN(C)S(C)(=O)=O was read as NSD2 block 5.
For O=C(C[C@H]1C[C@@H]2c3cc(NC(=O)CC4CC4)ccc3O[C@@H]2[C@@H](CO)O1)NCc1ccncc1 the results were NSD2 block 2.
`COc1ccccc1-c1cnc2c(c1)C(=O)N([C@@H](C)CO)C[C@H](C)[C@@H](CN(C)Cc1ccc(C(=O)O)cc1)O2` gave NSD2 block 0.
`O=C(C[C@H]1C[C@H]2c3cc(NS(=O)(=O)c4ccc(F)cc4)ccc3O[C@H]2[C@H](CO)O1)N1CCCCC1` gave NSD2 block -5.
C[C@H](CO)N1C[C@H](C)[C@@H](CN(C)C(=O)C2CCC2)Oc2ncc(C#Cc3ccccc3F)cc2C1=O was read as NSD2 block -1.
`CCC(=O)N(C)C[C@H]1Oc2cc(C#CCN(C)C)ccc2S(=O)(=O)N([C@@H](C)CO)C[C@@H]1C` gave NSD2 block -3.
